ARNT-TACC3 inh: disrupts binding between human ARNT and TACC3; Q9Y6A5; AlphaScreen His-ARNT PAS-B/GST-TACC3 binding, luminescence; TACC3 fragment carries E629A point mutation; inhibition, % at 9.99 µM; 0.66% of 390,000 active;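 active = mean inhibition of replicates at least 50% and at least half of replicates each reaching 50%; inconclusive = half or more replicates reach 50% but mean below 50%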;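 note: 0% = complete ARNT plus TACC3 wells and 100% = ARNT alone without TACC3; many hits fall short of the cut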
LGR2 antag: inhibitors of bursicon-induced Drosophila LGR2 receptor cAMP signaling; HEK293 LGR2, CRE-luciferase, bursicon-stimulated, 4 h; inhibition, % at 9.99 µM; 0.35% of 380,000 active;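 active = drop in luminescence signal, shown as inhibition above about 50% in the replicate tests, limit read from the data, passing the limit was not always enough; inconclusive = probably only some replicates passing the limit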;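 note: agonist challenge used bursicon conditioned medium at about half maximal strength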
SIRT5 block: sirtuin-5 (human) deacylase inhibition. Q9NXA8. Purified SirT5, succinyl-peptide AMC, trypsin-coupled fluorescence. inhibition, % at 15 µM. 1.1% of 330,000 active; in the data active = inhibition above about 15%; inconclusive = no clear call, values can overlap the other calls
Target sequence (Q9NXA8 whole entry, looked up): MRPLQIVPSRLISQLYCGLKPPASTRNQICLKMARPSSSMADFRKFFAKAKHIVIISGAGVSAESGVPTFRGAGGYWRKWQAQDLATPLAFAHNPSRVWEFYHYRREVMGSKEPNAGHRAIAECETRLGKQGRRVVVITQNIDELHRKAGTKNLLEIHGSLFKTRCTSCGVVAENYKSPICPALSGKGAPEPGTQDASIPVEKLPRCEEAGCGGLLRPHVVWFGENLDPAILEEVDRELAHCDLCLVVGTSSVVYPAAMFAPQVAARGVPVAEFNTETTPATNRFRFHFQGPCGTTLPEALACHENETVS
EWS-Fli inh: EWS/Fli transcriptional activity inhibition | A673 NR0B1-luciferase reporter, viability-normalised | inhibition, % at 12.6 µM | 0.67% of 350,000 active;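 active = mean inhibition of at least 50% after viability correction, with every replicate also passing that limit; inconclusive = mean reaches 50% but only one of two replicates passes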;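 note: firefly luciferase signal divided by Alamar Blue viability fluorescence both relative to DMSO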
DENV2 CPE: inhibitors of DENV2 cytopathic effect; DENV2-infected cells, cytopathic effect rescue, plate reader; CPE inhibition, % at 9.99 µM; 1.7% of 350,000 active; in the data active = CPE inhibition above about 20%, passing the limit was not always enough; inconclusive = no clear call, values can overlap the other calls; tested in BHK-21 cells;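 note: 0% = median of neutral control wells and 100% = median of positive control wells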
PAX8 inh HTS: lowers PAX8-driven luciferase in RMG-I cells; RMG-I TPO-luciferase reporter, SteadyGlo, 24 h; inhibition, % at 12.6 µM; 1.2% of 360,000 active; AID 652154;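 active = mean replicate inhibition at least 60% with every replicate also reaching 60%; inconclusive = only one of the two criteria is met; inactive = mean below 60% and not all replicates reaching 60%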;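 note: luciferase light reporting Pax8 driven TPO promoter activity; plate controls were median of neutral control wells for no effect and mitoxantrone controls for full effect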
Casp6 inh: caspase-6 (human) enzyme inhibition. AID 686996. 0.53% of 350,000 active. inhibition, % at 12.5 µM. P55212. purified caspase-6, Z-VEID-R110 cleavage fluorescence;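 active = mean inhibition across replicates at least about 35%, with every replicate also reaching that limit, limit read from the data; inconclusive = only one of the two criteria met; inactive = neither criterion met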;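 note: 0% = median of neutral control wells and 100% = no fluorescence left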
Target sequence (P55212 24-179 limits assumed): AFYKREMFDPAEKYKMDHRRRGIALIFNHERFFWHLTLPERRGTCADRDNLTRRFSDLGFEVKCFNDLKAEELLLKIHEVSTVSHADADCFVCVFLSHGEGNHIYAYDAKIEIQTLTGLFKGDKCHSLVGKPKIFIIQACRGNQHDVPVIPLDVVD
Target sequence (P55212 194-293 limits assumed): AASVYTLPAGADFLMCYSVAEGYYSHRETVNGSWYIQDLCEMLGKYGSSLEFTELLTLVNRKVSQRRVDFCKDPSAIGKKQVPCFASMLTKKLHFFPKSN
* hit, by the source's call; ? = inconclusive; · = not tested or not shown.

SMILES	ARNT-TACC3 inh	LGR2 antag	SIRT5 block	EWS-Fli inh	DENV2 CPE	PAX8 inh HTS	Casp6 inh
Fc1ccc(-n2c(-c3ccc4ccccc4n3)n[nH]c2=S)cc1Cl	-2	·	0	9	-1	-4	-3
Cc1noc(C)c1S(=O)(=O)Nc1ccc2c(c1)CC(=O)N([C@@H](C)CO)C[C@@H](C)[C@@H](CN(C)Cc1ccc(C(=O)O)cc1)O2	4	2	1	-3	-15	0	0
C=CCNC(=O)C1CCN(c2cnccn2)CC1	-8	-10	-6	-1	·	-12	-2
CCOC(=O)c1sc(NC(=O)COC(=O)CNC(=O)c2ccco2)c(C(=O)OCC)c1C	3	-9	2	1	?	-2	-1
COc1ccc(S(=O)(=O)N2CCC(C(=O)NC3CC3)CC2)cc1OC	-9	8	-4	·	8	15	0
CC(=O)c1ccc(OCC(=O)N2CCN(S(=O)(=O)c3ccc(Br)s3)CC2)cc1	-1	-8	0	14	-5	26	-3
COc1ccc(NC(=O)N(C)C[C@H]2Oc3ncc(C4=CCCC4)cc3C(=O)N([C@H](C)CO)C[C@H]2C)cc1	-11	12	-5	-6	6	·	1
O=C(OCc1cc([N+](=O)[O-])cc2c1OCOC2)c1cccnc1SC(F)F	-4	-34	0	5	-1	-13	4
Cc1ccccc1NC(=O)c1cccc(C(=O)Nc2ccccc2C)c1	2	-3	4	-13	1	4	-2
O=C(Cc1cccs1)N1CCN(c2ccc([N+](=O)[O-])cc2)CC1	-1	·	-2	1	1	3	1
COc1ccc(C2CC(c3ccc(Br)cc3)=NN2C(=O)CCC(=O)O)cc1OC (stereo not given)	2	6	0	-22	-5	1	-1
COc1ccc(CN2[C@@H]3CN(C(=O)Nc4ccc(F)cc4)c4ccccc4[C@@H]3[C@@H]2CO)cc1	2	-3	-1	-7	-7	-18	3
Cc1ccc(S(=O)(=O)N[C@H]2CC[C@H](CCNC(=O)C3CCC3)O[C@H]2CO)cc1	-4	0	-4	9	-9	5	0
O=C(Nc1cccc(NC(=O)c2ccccc2)n1)c1ccccc1	2	·	-2	-2	-3	-18	-1
O=C(NCCCn1ccnc1)c1ccc(N2CCCCCC2)c([N+](=O)[O-])c1	·	18	-3	-5	7	-5	-65
COc1ccc(NC(=O)CCCNC(=O)Cn2cnc3sc(C)c(C)c3c2=O)c(OC)c1	33	-9	0	2	4	-3	6
Cc1ccc(-c2nc(P(=O)(c3ccccc3)c3ccccc3)c(N3CCOCC3)o2)cc1	2	-7	2	11	2	23	6
O=C(C[C@H]1C[C@@H]2c3cc(NC(=O)c4ccc5c(c4)OCO5)ccc3O[C@@H]2[C@@H](CO)O1)NCC(F)(F)F	3	-9	4	-2	-5	1	-2
C[C@@H]1CN([C@H](C)CO)C(=O)c2cc(NC(=O)Cc3ccccc3)ccc2O[C@H]1CN(C)Cc1ccc(Cl)c(Cl)c1	1	7	13	4	-17	·	-1
COc1cc(C(O)c2nc(-c3ccc(F)c(Cl)c3)cs2)ccc1F (stereo not given)	·	-7	·	-17	-2	-15	3

Single values from the entries so far.
Entry of Cc1ccc(-c2nc(P(=O)(c3ccccc3)c3ccccc3)c(N3CCOCC3)o2)cc1 under ARNT-TACC3 inh: 2
Entry of Cc1ccccc1NC(=O)c1cccc(C(=O)Nc2ccccc2C)c1 under PAX8 inh HTS: 4

Additional compounds.
SMILES	ARNT-TACC3 inh	LGR2 antag	SIRT5 block	EWS-Fli inh	DENV2 CPE	PAX8 inh HTS	Casp6 inh
Cn1cc([N+](=O)[O-])c(C(=O)Nc2ccc(-c3nc4ccccc4[nH]3)cc2)n1	-1	-46	-8	-145	-11	36	0
CCC(C)Sc1ccc([C@@H]2[C@@H]3C(=O)N(CC)C(=O)[C@@H]3[C@]3(C(=O)OC)CCCCN23)cc1OC (stereo not given in full)	5	·	-3	12	-14	-22	5
COc1ccc(N2CCc3c(C)nc4c(OC)cc(OC)cc4c32)cc1	7	5	2	9	3	47	0
O=C(C[C@H]1C(=O)N(CCc2ccccc2)C[C@@H]1c1ccccc1)Nc1ccccc1	·	-7	-12	0	17	5	2
Cc1ccc(S(=O)(=O)N(C)C[C@@H]2Oc3ccc(NC(=O)Nc4c(C)noc4C)cc3CC(=O)N([C@H](C)CO)C[C@H]2C)cc1	·	10	6	-10	-4	-5	·
CC(C)NC(=O)N(C)C[C@@H]1Oc2ncc(C#CC3CCCC3)cc2C(=O)N([C@H](C)CO)C[C@@H]1C	-2	-14	5	-6	-11	2	1
O=C(O)COc1ccc(/C=N/NC(=O)c2ccc(-c3csc(Nc4ccc(Cl)cc4)n3)cc2)cc1	-2	-5	28*	-20	·	1	20
COc1ccc([N+](=O)[O-])cc1NC(=O)CCN1CCOCC1	-3	4	-4	8	1	38	-6
CN(C)CC(=O)N1[C@@H]2Cn3c(ccc(-c4ccccc4)c3=O)[C@H]1[C@@H](C(=O)N1CCN(C)CC1)[C@@H]2CO	-4	-3	-27	-5	16	·	-19
CO[C@@H]1CN(C)C(=O)c2cc(NS(C)(=O)=O)ccc2OC[C@H](C)N(CCC(F)(F)F)C[C@H]1C	-3	4	-6	5	-4	·	·

Single records, from the list above. Values in the order: ARNT-TACC3 inh	LGR2 antag	SIRT5 block	EWS-Fli inh	DENV2 CPE	PAX8 inh HTS	Casp6 inh
Results for `Cn1cc([N+](=O)[O-])c(C(=O)Nc2ccc(-c3nc4ccccc4[nH]3)cc2)n1` : -1	-46	-8	-145	-11	36	0
Results for `CCC(C)Sc1ccc([C@@H]2[C@@H]3C(=O)N(CC)C(=O)[C@@H]3[C@]3(C(=O)OC)CCCCN23)cc1OC` (stereo not given in full) : 5	·	-3	12	-14	-22	5
Results for `COc1ccc([N+](=O)[O-])cc1NC(=O)CCN1CCOCC1` : -3	4	-4	8	1	38	-6

Further records follow:
SMILES	ARNT-TACC3 inh	LGR2 antag	SIRT5 block	EWS-Fli inh	DENV2 CPE	PAX8 inh HTS	Casp6 inh
CC(=O)C1CCC2C3CCC4CC(=O)CCC4(C)C3C(O)CC12C (stereo not given)	-13	·	·	-3	-2	17	0
C[C@@H]1CN([C@H](C)CO)C(=O)c2cc(NS(=O)(=O)c3ccc(Cl)cc3)ccc2O[C@@H]1CN(C)S(=O)(=O)c1ccc(F)cc1	14	-19	2	7	7	2	0
O=C1NC(=O)C(=Cc2ccccc2)N1	-9	-13	·	-9	12	3	4
CC(C)(C)N1NC2(CCCCC2)NC1=S	-3	·	0	18	4	-2	0
CN(C)CCN(Cc1cc2cc3c(cc2[nH]c1=O)OCCO3)C(=S)NCC1CCCO1 (stereo not given)	-7	-28	-5	-9	0	9	-2
COc1ccc(C(=O)C2CCCN(Cc3cccn3-c3nccs3)C2)cc1F (stereo not given)	5	10	0	14	0	-16	3
CC(C)(C)OC(=O)N1CCCN(C(=O)Nc2ccc(OC(F)(F)F)cc2)CC1	4	8	-1	-1	3	-9	4
O=C(Nc1nccs1)c1cc(-c2ccccn2)nc2c(Cl)cccc12	1	9	-13	·	0	-46	-2
CC(C)(C)OC(=O)C(Oc1ccccc1[N+](=O)[O-])C(=O)OC(C)(C)C	·	6	0	-15	6	6	4
C[C@@H]1CN([C@@H](C)CO)C(=O)c2cc(NC(=O)C3CCCCC3)ccc2O[C@@H](C)CCCCO[C@H]1CN(C)Cc1ccccc1	3	14	-3	12	-3	-27	0
C[C@@H](NC(=O)C[C@@H]1CC[C@H](NC(=O)C2CC2)[C@@H](CO)O1)c1ccccc1	-1	10	3	-4	4	-2	0
COc1ccc(NC(=O)Nc2ccc3c(c2)CC(=O)N([C@@H](C)CO)C[C@H](C)[C@H](CN(C)Cc2ccc4c(c2)OCO4)O3)cc1	5	-24	9	0	-3	·	1
C#CCOCCOCCOCCNc1nc(N2CCN(C(=O)C([C@@H](C)O)n3cc([C@@H](N)CCCCN)nn3)CC2)nc(N2CCN(C(=O)[C@H](CCCCN)n3cc([C@@H](N)[C@H](C)CC)nn3)CC2)n1 (stereo not given in full)	39	-8	-7	3	-1	4	-336
COc1cccc(-c2ccc3n(c2=O)C[C@@H]2[C@@H](CO)[C@H](C(=O)N(C)C)N(C(=O)C4CCC4)[C@H]32)c1	-21	9	-23	9	7	·	-2
C[C@H](CO)N1C[C@H](C)[C@@H](CN(C)Cc2ccccc2)Oc2ccc(NC(=O)Cc3ccccc3)cc2C1=O	-28	3	1	4	-3	-2	1
O=C(Cc1ccccc1)Nc1ncccn1	12	-7	·	-3	-6	9	-3
COCC(=O)N1C[C@H](C)[C@@H](OC)CN(C)C(=O)c2cc(NC(=O)c3ccc(OC)cc3)ccc2OC[C@H]1C	-15	28	-3	-1	?	-12	-1
CCOC(=O)CNC(=O)c1ccc(Cl)s1	0	-15	-7	-1	-2	-3	7
COc1ccc(NC(=S)Nc2ccc(OC(F)F)cc2)cn1	6	-38	0	-5	5	23	2
COc1ccc2c3c([nH]c2c1)[C@H](CO)N(C(=O)Nc1cccc(F)c1)CC31CN(CC2CC2)C1	·	-3	2	5	25*	·	-1
COc1cccc(NC(=O)C2CCCN2C(=O)NC2CCCCC2)c1 (stereo not given)	-5	-2	-3	6	9	-15	0
C[C@@H]1CN([C@@H](C)CO)C(=O)c2cc(C#CC3(O)CCCC3)cnc2O[C@@H]1CN(C)C(=O)Cc1cccnc1	-10	-3	2	4	-4	-9	-3
C[C@H]1CN([C@@H](C)CO)C(=O)c2c(c3ccccc3n2C)-c2ccccc2CO[C@@H]1CN(C)S(=O)(=O)c1cccc(F)c1	7	26	0	15	-3	102*	-2
CCOC(=O)CNC(=O)N1CCCC(C(=O)c2cc(C)c(OC)c(C)c2)C1 (stereo not given)	·	13	-9	-11	-5	13	-3
Cc1ccc(C(NC(=O)C2CCN(CCCOc3ccccc3)CC2)c2ccccn2)cc1 (stereo not given)	·	5	·	7	8	0	-1
COCCNC(=O)C[C@@H]1C[C@@H]2c3cc(NC(=O)Nc4ccc(C(F)(F)F)cc4)ccc3O[C@@H]2[C@@H](CO)O1	-3	-4	0	-4	4	21	3
C=CCC[C@H](Cc1ccc(F)cc1)C(=O)OC[C@@H](Cc1c[nH]c2ccccc12)NC(=O)[C@H](CC=C)CC(=O)NCCO	-9	6	·	-2	18	28	0
Clc1ccc(-c2cnc3n2CCCCC3)cc1	-9	-8	-3	3	4	-10	-3
COc1cccc(OCc2cc(C(=O)N3CCN(C(=O)c4ccco4)CC3)no2)c1	5	-23	1	·	5	-126	8
CCN(CC)C(=O)C1=C(C)N(Cc2ccc(C(C)(C)C)cc2)C(=O)C(CC(=O)NCCCCc2ccccc2)C1 (stereo not given)	·	7	8	20	2	38	4
CSc1ccccc1NC(=O)Nc1ccccc1	-2	-44	0	-51	-6	·	44*
C[C@H]1CN([C@@H](C)CO)C(=O)Cc2cc(NC(=O)Nc3ccc(F)cc3)ccc2O[C@H]1CN(C)Cc1ccc(C(=O)O)cc1	-10	11	1	2	18	14	-4
Cc1cccc(N=[N+]([O-])c2cccc(C)n2)n1	-7	·	2	-47	27*	-22	1
O=C(Nc1ccccc1)N[C@H]1CC[C@@H](CCNC(=O)c2ccccc2F)O[C@H]1CO	-3	19	3	4	1	-3	-5
CC(C)[C@H](NC(=O)c1ccccc1Br)C(=O)OCc1nc2ccsc2c(=O)[nH]1	-2	-11	-2	-4	-7	·	2
CCOc1ccc(CNC(=O)CCC(=O)N2CCSc3ccccc32)cc1	-2	35	-7	-5	-11	5	-2
Cc1noc(/C=C/N(C)C)c1S(=O)(=O)N1CCCC(C(=O)Nc2ccccc2F)C1 (stereo not given)	23	-4	-1	·	-2	2	2
C/C(=N\NC(=O)CSc1nc(C)cc(C)n1)c1cccc([N+](=O)[O-])c1	-15	0	6	5	-3	-20	-5
COC(=O)CN1C(=O)C(O)(CC(=O)c2ccc(Br)cc2)c2ccccc21 (stereo not given)	-4	-12	·	14	5	-5	1
COc1cccc(CC2CC(=O)N(c3ccc4c(C)cc(=O)oc4c3)C2=O)c1 (stereo not given)	1	-3	-1	-3	8	-10	3
O=C(N/N=C/c1cc([N+](=O)[O-])cc([N+](=O)[O-])c1O)/C(=C\c1cccs1)NC(=O)c1ccccc1	-8	-6	-2	19	-6	4	14
CCN(Cc1ccccc1)C(=O)C1CCN(S(=O)(=O)c2ccc3c(c2)OCCO3)CC1	-6	-9	-7	·	0	21	-12
COc1ccc(C(CNC(=O)CNC(=O)c2cccc(C)c2)N2CCCCC2)cc1 (stereo not given)	-3	2	4	3	14	1	-6
